# High-throughput results (PubChem BioAssay)
# FLuc counter: counter-screen for miR-21 project: firefly luciferase inhibitors or activators; P08659; purified FLuc, Km substrates, luminescence inhibition; Potency, µM (top dose mostly 57.5 µM), inactives show at the top dose activity change, negative = inhibition, most hits filed as inhibitors; 360,000 tested, 6.9% active; AID 588342;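 also: potency is read from the fitted curve at half-maximal effect; plate controls were vehicle for no effect and reference inhibitor for full effect; nearly all actives have a fitted effect of over 55% in size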
#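 Purified P. pyralis luciferase (10nM final) with 10uM D-luciferin and 10uM ATP (Km levels) in 50mM Tris acetate pH 7.5, 10mM Mg acetate, 0.01% Tween-20, 0.05% BSA; qHTS 6-point titration, ~60 µM downward; luminescence read.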
# Gal4-VP16 FLuc: Gal4-VP16 reporter inhibition counter-screen; Drosophila S2 Gal4-VP16 UAS-luciferase, luminescence, 20 h; Potency, µM (doses to about 53.6 µM), for inactives: at the top dose activity, negative = inhibition, most hits filed as inhibitors; 310,000 tested, 3.5% active;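 also: Gal4-VP16 expression switched on by copper sulfate through the metallothionein promoter; potency is read from the fitted curve at half-maximal effect; % is scaled to controls: 0 for no effect and ±100 for the full control effect; nearly all actives have a fitted effect of over 50% in size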
# Tb PFK inh: blocks T. brucei phosphofructokinase | 330,000 tested, 0.17% active | Potency, µM (doses to about 57.5 µM), without a hit: at the top dose activity, negative = inhibition, actives largely listed as inhibitors | T. brucei PFK, ADP-Glo luminescence | O15648;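 also: potency is read from the fitted curve at half-maximal effect; 0% = uninhibited 1x PFK enzyme wells and -100% = no-enzyme wells; nearly all actives have a fitted effect of over 60% in size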
# Target sequence (O15648 whole entry, looked up): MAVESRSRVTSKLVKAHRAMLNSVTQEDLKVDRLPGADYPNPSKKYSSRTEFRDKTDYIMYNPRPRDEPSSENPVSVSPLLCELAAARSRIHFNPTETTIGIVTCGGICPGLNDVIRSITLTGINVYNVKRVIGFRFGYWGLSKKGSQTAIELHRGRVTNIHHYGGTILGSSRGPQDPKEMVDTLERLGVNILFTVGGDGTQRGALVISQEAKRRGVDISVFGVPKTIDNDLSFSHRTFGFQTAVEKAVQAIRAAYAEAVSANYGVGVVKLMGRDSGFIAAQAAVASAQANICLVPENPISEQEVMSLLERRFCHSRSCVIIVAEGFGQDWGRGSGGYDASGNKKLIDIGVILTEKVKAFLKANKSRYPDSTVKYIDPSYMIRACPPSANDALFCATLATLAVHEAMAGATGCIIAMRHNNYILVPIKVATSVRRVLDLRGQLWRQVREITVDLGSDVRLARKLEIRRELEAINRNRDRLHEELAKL
#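 ADP-Glo luminescence quantified ADP after 45 min at room temperature, with 1.25 nM T. brucei PFK, 0.1 mM ATP and 0.5 mM fructose-6-phosphate in pH 8.0 TEA buffer. qHTS titrations up to 57 µM; curves classified by quality.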
# RORgamma inh: ROR gamma (mouse) transcription inhibition; AID 2551; Potency, µM (doses to about 53.6 µM), inactives show top-dose activity change, negative = inhibition, most hits filed as inhibitors; P51450; 310,000 tested, 5.4% active; Drosophila S2 Gal4-RORgamma UAS-luciferase reporter, 20 h; also: potency is read from the fitted curve at half-maximal effect; % is scaled to controls: 0 for no effect and ±100 for the full control effect; nearly all actives have a fitted effect of over 60% in size
# Target sequence (P51450 whole entry, looked up, the tested form may be a part): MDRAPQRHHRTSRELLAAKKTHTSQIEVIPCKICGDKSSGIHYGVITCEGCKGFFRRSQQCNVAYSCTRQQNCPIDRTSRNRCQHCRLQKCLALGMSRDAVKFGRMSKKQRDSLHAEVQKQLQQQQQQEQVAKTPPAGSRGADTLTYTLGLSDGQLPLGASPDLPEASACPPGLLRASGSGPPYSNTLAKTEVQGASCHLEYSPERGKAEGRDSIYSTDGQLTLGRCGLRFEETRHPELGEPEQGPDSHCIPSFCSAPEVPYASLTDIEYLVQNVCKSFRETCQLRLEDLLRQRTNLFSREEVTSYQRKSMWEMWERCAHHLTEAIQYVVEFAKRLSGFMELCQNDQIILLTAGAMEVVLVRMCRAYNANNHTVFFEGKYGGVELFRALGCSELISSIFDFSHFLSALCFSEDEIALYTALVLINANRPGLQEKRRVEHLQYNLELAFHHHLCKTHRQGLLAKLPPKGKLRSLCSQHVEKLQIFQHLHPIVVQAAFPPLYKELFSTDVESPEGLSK
#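 Schneider cells (Drosophila), stable Gal4 DBD–ROR gamma + UAS-luc; 1 hr cmpd preincubation; Cu2+ induction 700 uM final; 20 hr ambient; luminescence.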
# TRPV1 ag: activates the human vanilloid receptor TRPV1 | Q8NER1 | TRPV1-expressing cells, Fluo-8 calcium influx, agonist mode | activation, % at 8.33 µM | 320,000 tested, 0.19% active; in the data active = activation above about 80%; inconclusive = between about 30% and that limit; also: 0% is about no effect
#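 TRPV1-expressing cells were cultured overnight at 35.5C and loaded with Fluo-8 calcium dye for 40 to 90 min at room temperature. After a 10 s baseline, compound was added and calcium influx was read kinetically for 3 min (ex 480/em 520 nm).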
# NPC1 prom act: activates the NPC1 promoter | AID 485313 | Huh7 NPC1 promoter luciferase reporter, 24 h | 320,000 tested, 2.4% active | Potency, µM (series often up to 9.22 µM), for inactives: top-dose activation, most hits filed as activators;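 also: potency is read from the fitted curve at half-maximal effect; % of control where 0% means no effect; nearly all actives have a fitted effect of over 60% in size; reporter is driven by a mutant NPC1 promoter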
#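 Huh7 cells stably carrying NPC1 promoter–luciferase, plated in Opti-MEM with 10% FBS for 2 h, were exposed to compound in DMSO for 24 h at 37 °C; luciferase reagent was added for 10 min and luminescence read.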
# p53 reactivator: mutant p53 re-activation in reporter cells | 320,000 tested, 0.063% active | Potency, µM (series often up to 92.2 µM), for the others: top-dose activity change, positive = activation, actives largely listed as activators | H1299 p53-A138V BP100-luciferase reporter, luminescence, 24 h | AID 504706; also: potency is read from the fitted curve at half-maximal effect; % of control where 0% means no effect; nearly all actives have a fitted effect of over 45% in size
#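 H1299 (p53-null), stable ts p53-A138V + BP100-Luc; 1000 cells/well, Opti-MEM/10% FBS; cpd 4 pt, 1:5; 24 h, 37 deg C, 5% CO2; detection reagent 10 min RT; luminescence.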
# ELG1 DNA repair: inhibitors of ELG1-dependent DNA repair in HEK293T cells; HEK293T ELG1-luciferase reporter, luminescence, 16 h; DNA damage induced by 5-fluorouridine; Potency, µM (titrated, usually from 46.1 µM), for inactives: top-dose activity change, negative = inhibition, most hits filed as inhibitors; 330,000 tested, 2.3% active; AID 504467; also: potency is read from the fitted curve at half-maximal effect; % is scaled to controls: 0 for no effect and ±100 for the full control effect; nearly all actives have a fitted effect of over 55% in size
#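 Quantitative HTS, concentration-response format. 2,000 cells/well co-treated with 5-fluorouridine and compound, 16 hr in 5% CO2 at 37 °C; ONE-Glo luminescence read after 30 min.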
# ELG1 genotox: genotoxicity induction in ELG1-luciferase HEK293T cells; HEK293T ELG1-luciferase reporter, luminescence, 16 h; Potency, µM (series often up to 46 µM), without a hit: at the highest dose activity change, positive = activation, actives largely listed as activators; 330,000 tested, 1.3% active; AID 504466; also: potency is read from the fitted curve at half-maximal effect; % of control where 0% means no effect; nearly all actives have a fitted effect of over 60% in size
#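 Luminescence read-out: rising ELG1-luciferase signal, reflecting elevated ELG1 protein under genetic stress, flags genotoxic compounds. Cells were treated for 16 hr at 37 °C before ONE-Glo detection.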
# Rab9 promoter act: Rab9 promoter activation; Huh7 Rab9 promoter-luciferase reporter, luminescence, 24 h; Potency, µM (doses to about 9.22 µM), for the others: at the highest dose activation, negative = inhibition, usual class: activators; 320,000 tested, 2.8% active; also: potency is read from the fitted curve at half-maximal effect; % of control where 0% means no effect; nearly all actives have a fitted effect of over 60% in size
#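 Promoter activation is measured as luciferase luminescence in Huh7 cells stably transfected with a Rab9 promoter–luciferase construct, following 24 h compound exposure at 37 °C and 10 min reagent incubation at ambient temperature.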
# BRCA1 expr up: increases BRCA1 expression. 380,000 tested, 1.1% active. Potency, µM (top dose mostly 46.1 µM), for the others: at the top dose activation, most hits filed as activators. MCF7-BRCA1-FFLuc reporter, luminescence, 48 h; response scale: scaled: vehicle 0%, 10 µM genistein 100%; also: potency is read from the fitted curve at half-maximal effect; nearly all actives have a fitted effect of over 80% in size; some results filed as inactive show a strong effect at the top dose
#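 Luminescence from a BRCA1-driven firefly luciferase in MCF7 cells was read after 48 h compound exposure at 37 C. Data normalized against DMSO and a 10microM genistein activation control, then curve-fitted across the titration.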
# * = called active by the depositor; ? = inconclusive; nt = not tested or not shown; [ ] = another dose, or the depositor's remark. Unless noted, calls follow the shape of the dose curve; as a rule, active = well fitted curve in the direction sought with a large enough effect; inconclusive = small, poorly fitted or top-dose-only effect, or another doubt; inactive = no such curve, though single readings can be large; an effect the other way counts as inactive or inconclusive.
mol	FLuc counter	Gal4-VP16 FLuc	Tb PFK inh	RORgamma inh	TRPV1 ag	NPC1 prom act	p53 reactivator	ELG1 DNA repair	ELG1 genotox	Rab9 promoter act	BRCA1 expr up
CCCN(CC(=O)Nc1ccc(F)c(F)c1F)C(=O)c1ccc(N2CCCC2=O)cc1	-1%	nt	-2%	nt	-1	0%	-9%	-25%	-1%	-7%	7%
CC(C(=O)N(C1CC1)C1(C(=O)Nc2ccccc2)CCCC1)N1C(=O)c2ccccc2C1=O (centres undefined)	1%	3%	1%	2%	-4	-3%	-11%	-15%	-11%	11%	-22%
Cc1ccc(C(=O)Nc2cc(C)nn2CCC#N)cc1	-15%	13%	3%	-10%	12	0%	7%	6%	4%	0%	3%
COc1ccc(NC(=O)CSc2ncnc3sc(C)cc23)cc1	-3%	4%	-2%	3%	14	-4%	-7%	-1%	4%	2%	-5%
O=C(NCc1ccccc1Cl)c1ccc(CS(=O)(=O)c2ccccc2)o1	0%	5%	-1%	9%	5	0%	-9%	-9%	-6%	-1%	3%
CCOC(=O)CSc1nc2c(sc(=S)n2CCc2ccccc2)c(=O)n1Cc1ccco1	1%	-16%	0%	-36%	4	-5%	15%	?	-1%	-6%	-36%
O=[N+]([O-])c1ccc(Cl)cc1NCC1CCCO1 (centres undefined)	4%	-3%	-1%	8%	1	-6%	0%	-4%	2%	11%	33%
CCn1c(=O)c(C(=O)NCc2ccccc2Cl)c(O)c2ccccc21	-2%	20µM*	-5%	?	3	-7%	nt	-2%	-7%	-2%	-12%
Cc1cccc(S(=O)Cc2ccc(C(=O)N3CCOCC3)o2)c1 (centres undefined)	0%	-8%	-4%	-11%	1	4%	5%	1%	1%	-1%	3%
c1ccc(-c2cc(N3CCCCC3)ncn2)cc1	11µM*	9%	15%	?	?	?	?	?	15µM*	2.8µM*	?
COc1ccccc1N1CCN(CCCCOc2ccc(C)cc2C)CC1	1%	1%	-25%	-10%	0	-7%	17%	-3%	-3%	1%	-15%
CCCN1Cc2cccc(C(=O)Nc3ccc(CN4CCCC4)cc3)c2C1=O	17µM*	0%	-17%	-2%	0	0%	9%	16%	1%	-17%	-7%
CC(C)(C)C(=O)N1CCN(c2ccc([N+](=O)[O-])c(-n3nc(-c4ccccc4)c4ccccc4c3=O)c2)CC1	-1%	0%	-6%	12%	1	-3%	0%	-30%	3%	0%	-2%
CCC(C)NC(=O)C1CCCN(S(=O)(=O)c2ccc3c(c2)CC(C)N3C(C)=O)C1 (centres undefined)	5%	-3%	0%	-7%	2	-3%	6%	10%	-2%	-10%	0%
CCN(CC(=O)NCc1ccncc1)S(=O)(=O)c1cc(Cl)ccc1Cl	0%	?	5%	0%	-3	1%	2%	-5%	-3%	-6%	9%
CCOc1cc(NC(=O)c2ccccc2C(=O)O)c(OCC)cc1NC(=O)c1ccccc1F	-2%	-4%	-1%	20%[1.91 µM]	11	10%	1%	?	-8%	-1%	-29%
CC1CC(C)CN(C(=O)c2ccc(Br)c(S(=O)(=O)N3CCOCC3)c2)C1 (centres undefined)	-2%	nt	-11%	nt	23	-6%	-12%	3%	-4%	-2%	-8%
COc1ccc(C(=O)OCC(=O)NCc2cccs2)c(OC)c1OC	nt	nt	4%	nt	nt	nt	5%	-18%	1%	nt	28%
COCCn1c(-c2ccccc2F)n[nH]c1=S	-7%	-1%	0%	8%	-1	1%	2%	8%	0%	8%	-2%
CN(CCO)C(=O)c1cccc2c1-c1ccccc1C2=O	3%	-4%	-3%	8%	0	-2%	9%	5%	1%	5%	4%
CCOc1cccc(CN2CCN(Cc3ccc(C)o3)C(CCO)C2)c1O (centres undefined)	1%	2%	-1%	-12%	-1	-8%	1%	-8%	-3%	-2%	-14%
Cc1ccc(C)c(S(=O)(=O)N2CCC3(CC2)OCCO3)c1	-1%	-8%	1%	0%	3	0%	-11%	2%	11%	5%[1.84 µM]	13%
CC(C)C(C(=O)NCc1ccco1)N(Cc1ccco1)C(=O)CNS(=O)(=O)c1ccc(F)cc1 (centres undefined)	0%	12%	-2%	?	-3	3%	-1%	3%	-1%	-7%	-11%
Cc1cccc(C)c1NC(=O)CCCSc1nnc(-c2ccc(Cl)cc2)n1-c1ccccc1	1%	-9%	0%	?	-4	-5%	0%	21µM*	-6%	-12%	-67%
CC1CCN(CCCNC(=O)CCc2nnc3n(CCc4ccccc4)c(=O)c4ccccc4n23)CC1	-8%	-12%	4%	23%	4	-3%	4%	?	3%[9.26 µM]	-1%	-15%

# An excerpt from above, showing only RORgamma inh and Rab9 promoter act:
structure | RORgamma inh | Rab9 promoter act
CC(C)(C)C(=O)N1CCN(c2ccc([N+](=O)[O-])c(-n3nc(-c4ccccc4)c4ccccc4c3=O)c2)CC1 | 12% | 0%
CCC(C)NC(=O)C1CCCN(S(=O)(=O)c2ccc3c(c2)CC(C)N3C(C)=O)C1 (centres undefined) | -7% | -10%
CCN(CC(=O)NCc1ccncc1)S(=O)(=O)c1cc(Cl)ccc1Cl | 0% | -6%
CCOc1cc(NC(=O)c2ccccc2C(=O)O)c(OCC)cc1NC(=O)c1ccccc1F | 20%[1.91 µM] | -1%
CC1CC(C)CN(C(=O)c2ccc(Br)c(S(=O)(=O)N3CCOCC3)c2)C1 (centres undefined) | nt | -2%

# The main list resumes; the two compounds before the break are reprinted first.
# Screens in order – FLuc counter	Gal4-VP16 FLuc	Tb PFK inh	RORgamma inh	TRPV1 ag	NPC1 prom act	p53 reactivator	ELG1 DNA repair	ELG1 genotox	Rab9 promoter act	BRCA1 expr up
Cc1cccc(C)c1NC(=O)CCCSc1nnc(-c2ccc(Cl)cc2)n1-c1ccccc1
 : 1%	-9%	0%	?	-4	-5%	0%	21µM*	-6%	-12%	-67%
CC1CCN(CCCNC(=O)CCc2nnc3n(CCc4ccccc4)c(=O)c4ccccc4n23)CC1
 : -8%	-12%	4%	23%	4	-3%	4%	?	3%[9.26 µM]	-1%	-15%
CC(C)C(c1nnnn1C1CCCC1)N1CCC(C(N)=O)CC1 (centres undefined)
 : 1%	4%	23%	-7%	2	-3%	-2%	13%	1%	-8%	4%
Cn1cc(Br)c(C(=O)NNC(=O)c2ccccc2)n1
 : 2%	-2%	4%	8%	1	-1%	10%	12%	1%	0%	42%
CCN(CC)P(=O)(Nc1ccc(C)cc1Br)c1ccc(N(C)C)cc1NC(=O)c1ccco1 (centres undefined)
 : 21%	8%	1%	33%	?	-3%	-4%	?	-10%	19%	-77%
Cc1nc(=O)cc(-c2ccccc2)n1-c1ccccc1
 : 2%	2%	2%	0%	0	-1%	0%	0%	0%	-10%	-11%
CCCNC(=O)OC[C@H]1O[C@H](CCO/N=C/c2ccc(C(=O)N3[C@H](c4ccc(C)cc4)[C@@H](C)CC[C@H]3C(=O)OC)cc2)C=C[C@@H]1Oc1ccc(OC)cc1
 : 4%	0%	0%	-2%	-3	-9%	-3%	8%	0%	-4%	nt
COc1ccc(CN(C(=O)CSc2nnc(-c3c[nH]c4ccccc34)o2)c2ccc(F)cc2)cc1OC
 : ?	-21%	-3%	?	-2	0%	?	5.2µM*	-11%	-1%	-78%
CC1CCCCC12NC(=O)N(CC(=O)OCc1c(F)cccc1Cl)C2=O (centres undefined)
 : nt	nt	-5%	nt	nt	nt	4%	-1%	-3%	nt	-2%
COc1ccccc1NC(=O)c1c(NC(=O)c2ccco2)sc2c1CCC2
 : 1%	5%	5%	6%	-1	-2%	-2%	-27%	5%	2%	-3%
O=C(Nc1ccc(CN2CCOCC2)cc1)c1cccc(F)c1
 : 9.5µM*	-5%	-8%	-19%	3	2.8µM*	?	?	16µM*	2.8µM*	?
